Artemis inh: inhibitors of human Artemis endonuclease activity. Q96SD1. recombinant Artemis, quenched FAM hairpin cleavage fluorescence. inhibition, % at 10 µM. 30,000 tested, 0.78% active;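 active = at 10 µM dose, at least 30% inhibition, measured as corrected fluorescence normalized to stimulator and neutral control wells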
Target sequence (Q96SD1 whole entry, looked up): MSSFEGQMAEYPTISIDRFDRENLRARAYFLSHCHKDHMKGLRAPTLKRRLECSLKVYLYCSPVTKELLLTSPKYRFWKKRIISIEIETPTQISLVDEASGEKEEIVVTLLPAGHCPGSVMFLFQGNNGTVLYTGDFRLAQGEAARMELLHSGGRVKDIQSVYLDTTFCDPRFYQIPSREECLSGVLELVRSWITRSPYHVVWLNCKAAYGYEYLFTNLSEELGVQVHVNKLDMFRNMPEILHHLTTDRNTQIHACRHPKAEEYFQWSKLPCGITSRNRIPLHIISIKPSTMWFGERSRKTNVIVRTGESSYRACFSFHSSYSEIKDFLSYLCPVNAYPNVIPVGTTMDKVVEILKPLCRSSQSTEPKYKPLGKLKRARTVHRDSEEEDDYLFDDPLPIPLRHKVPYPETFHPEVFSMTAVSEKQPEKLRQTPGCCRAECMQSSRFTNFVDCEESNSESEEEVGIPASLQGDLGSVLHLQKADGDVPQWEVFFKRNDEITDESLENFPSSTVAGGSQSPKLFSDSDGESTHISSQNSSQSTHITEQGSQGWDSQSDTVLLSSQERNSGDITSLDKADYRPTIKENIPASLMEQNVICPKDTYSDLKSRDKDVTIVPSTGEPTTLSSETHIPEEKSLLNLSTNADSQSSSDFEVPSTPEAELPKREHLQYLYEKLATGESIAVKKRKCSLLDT
* marks the source's active call; other numbers are inactive results.

Start of the data: the first 3 records, to show the layout:
| Structure | Artemis inh |
| --- | --- |
| CCOC(=O)C1C2C=CC3(CN(c4ccccc4CC)C(=O)C13)O2 (stereo unspecified) | -3.5 |
| CCOC(=O)C1=C(N)N2C(=O)CSC2=C(C(=O)OC)C1 | -1.9 |
| CSc1nc2ccccc2cc1/C=C(\C#N)c1cccc(C)c1 | -9.6 |

Results (from the top)
| Structure | Artemis inh |
| --- | --- |
| CCOC(=O)C1C2C=CC3(CN(c4ccccc4CC)C(=O)C13)O2 (stereo unspecified) | -3.5 |
| CCOC(=O)C1=C(N)N2C(=O)CSC2=C(C(=O)OC)C1 | -1.9 |
| CSc1nc2ccccc2cc1/C=C(\C#N)c1cccc(C)c1 | -9.6 |
| C(=N\Nc1nc2ccccc2[nH]1)/c1cccs1 | 0.1 |
| Cc1c(Cl)cccc1Nc1nc(N)nc(CN2CCCCCC2)n1 | 3.8 |
| O=C(CN1CCN(c2ccc(F)cc2)CC1)c1ccc2c(c1)OCO2 | -1.3 |
| CC(C)(C)CC(C)(C)NCC(O)COc1c(F)cc(Br)cc1F (stereo unspecified) | 2.2 |
| O=C(c1cccs1)N1CCN=C1SCc1ccccc1 | 1.7 |
| Cc1cccc(C)c1OCC(O)CN (stereo unspecified) | -4.9 |
| Cc1cccc(NC(=O)CN2C(=O)NC(Cc3ccccc3)C2=O)c1 (stereo unspecified) | -10.8 |
| CCOC(=O)/C=C1\SCC(=O)N1CC(O)CN1C(=O)CS/C1=C\C(=O)OCC | -7.9 |
| O=C1c2ccsc2SCCN1Cc1ccccc1Cl | -4.1 |
| CC(=O)Nc1cc(NC(C)=O)c2nc(N)sc2c1 | -4.8 |
| COc1ccc(C(O)P(=O)(O)CCc2ccccc2)cc1 (stereo unspecified) | -8.9 |
| C=CCOC(=O)C1=C(C)NC(SCC(=O)OCC)=C(C#N)C1c1ccc(O)c(OC)c1 (stereo unspecified) | 13.6 |
| COc1ccc(NC(=O)COC(=O)Cn2c(C)nc3ccccc32)cc1OC | -0.8 |
| CCc1ccc2nc(NC(=O)c3cc(C)on3)sc2c1 | 11.6 |
| NS(=O)(=O)c1ccc(CNC(=O)/C=C/c2ccccc2)cc1 | -3.5 |
| CCCn1c(=O)[nH]c2ccccc21 | 2.5 |
| COCCCN1CC23C=CC(O2)C(C(=O)OC)C3C1=O (stereo unspecified) | -7.0 |
| CC(/C=C/c1ccc(Cl)o1)=C\C(=O)O | -1.7 |
| [O-]/C(=C(\C(=S)NCc1ccco1)[n+]1ccccc1)c1ccccc1Br | 0.2 |
| COc1cccc(C(=O)NNC(=O)C2CC(C)=C(C)CC2C(=O)O)c1 (stereo unspecified) | -3.8 |
| CCC(C)(C)n1nnnc1C(c1ccc(OC)c(OC)c1)N1CCN(c2ccc(F)cc2)CC1 (stereo unspecified) | -8.6 |
| CCOC(=O)CNC(=O)c1ccc2c(c1)OCCO2 | -8.7 |
| CC(N1CCOC1=O)S(=O)(=O)c1ccccc1 (stereo unspecified) | 1.4 |
| O=C(O)Cc1csc(NC(=O)c2ccco2)n1 | -4.3 |
| Cc1ccc(C(=O)CSc2ccccn2)cc1 | -6.8 |
| O=C(Cc1ccc(Cl)cc1)Nc1ccc(N2CCN(C(=O)c3ccco3)CC2)cc1 | 4.6 |
| Cc1nnc(SCCCn2c(N3CCN(c4ccccc4)CC3)nc3c2c(=O)[nH]c(=O)n3C)s1 | -0.1 |
| O=C(CCc1nc(-c2ccccc2)no1)NCc1ccco1 | 12.9 |
| Cc1cc(C)n(C(=O)CNc2ccc(C)c(C)c2)n1 | -6.6 |
| Cc1[nH]n(-c2ccccc2)c(=S)c1C=Nc1cccc([N+](=O)[O-])c1 | -4.7 |
| N/C(=N\OC(=O)Nc1ccc(Cl)cc1)c1ncc(C(F)(F)F)cc1Cl | -3.3 |
| O=Cc1c(Sc2ccccc2)nc2ccccn2c1=O | -1.0 |
| COC(=O)c1ccc(COC(=O)c2ccc(S(=O)(=O)N3CCC(C)CC3)cc2)o1 | -4.3 |
| CCOc1ccc(C(=O)CSc2nnc(N)s2)cc1 | 9.3 |
| COc1cccc(CN(CC(=O)NCC2CCCO2)C(=O)CCC(=O)Nc2cc(C)on2)c1 (stereo unspecified) | 0.7 |
| Cc1sc2nc(CN3CCOCC3)nc(NS(=O)(=O)c3ccccc3)c2c1C | -8.2 |
| NS(=O)(=O)c1ccc(CCNC2CC(=O)N(CCc3ccccc3)C2=O)cc1 (stereo unspecified) | -8.1 |
| N=c1c2c(n(Cc3ccc(Cl)c(Cl)c3)c3c1CCC3)CCCC2 | 0.0 |
| Cc1ccc(N=Cc2ccc(N(C)C)cc2)cc1 | -7.1 |
| COc1cc(C(=O)N2CCN(C(=O)Cc3ccccc3)CC2)cc(OC)c1OC | -6.0 |
| CCCNc1nc(-c2ccccc2)c(C(=O)OCC)cc1C#N | -3.8 |
| Cc1cc(C)n2c(SCCC(C)C)nnc2n1 | 2.3 |
| CCOc1ccc(NC(=S)Nc2ccc(OC(F)(F)F)cc2)cc1 | -3.9 |
| Cn1nnc(NC(=O)COc2ccc(C3CCCCC3)cc2)n1 | 3.3 |
| Cc1csc(NC(=O)Cc2c[nH]c3ccccc23)n1 | -3.5 |
| COc1c(C)cccc1C(=O)Nc1cc(Cl)ccc1N1CCOCC1 | 2.8 |
| CC1CCc2c(sc3nc(C4CC4)nc(N4CCN(C(=O)c5ccco5)CC4)c23)C1 (stereo unspecified) | 17.1 |

Continued.
| Structure | Artemis inh |
| --- | --- |
| CCNC(=O)NC(=O)C(C)OC(=O)c1cc(S(=O)(=O)N2CCCCCC2)ccc1OC (stereo unspecified) | 6.5 |
| Cc1oc(C)c(C(N)=O)c1C(N)=O | -0.2 |
| COCCn1nnnc1CN(CCc1ccc(OC)c(OC)c1)Cc1cc2ccc(C)cc2[nH]c1=O | 3.9 |
| CS(=O)(=O)N(CC(N)=O)c1ccc(F)c(Cl)c1 | -0.3 |
| CCOC(=O)N1CCN(C(=O)Cn2ncn3nc(-c4cccs4)cc3c2=O)CC1 | -4.9 |
| Cn1nc(-c2ccc(C(=O)NCC3CCCO3)cc2)c2ccccc2c1=O (stereo unspecified) | -1.8 |
| CC(C)(C)Cc1nnc(NS(=O)(=O)c2ccc(F)cc2)s1 | 3.4 |
| C=CCN1C(=O)/C(=C2\SC(N3CCOCC3)=NC2=O)c2cc(Br)ccc21 | 23.8 |
| Cc1ccc(CNC(=O)CSc2nc(N3CCCCC3)nc(N3CCCCC3)n2)cc1 | 9.0 |
| COc1ccc(Nc2nc(CC(C)=O)ns2)cc1 | -5.3 |
| Cc1cc(C)n2nc(-c3cccnc3)nc2n1 | -1.9 |
| O=C(CSc1nc(-c2ccccc2)cc(=O)[nH]1)N1CCc2ccccc21 | 12.9 |
| COc1ccc2c(c1)CCc1sc(NC(=O)c3ccc(C)cc3)nc1-2 | -3.3 |
| COC1=C(OC)c2ccccc2C(C(=O)O)N/C1=C(/C)Nc1ccncc1 (stereo unspecified) | 0.7 |
| Cc1cccn2c(=O)c3cc(C#N)c(=NC(=O)c4ccncc4)n(CCCOC(C)C)c3nc12 | 6.4 |
| COC(=O)c1ccccc1NC(=O)c1cccc(COc2ccccc2Cl)c1 | 8.0 |
| CC(=O)Nc1cc(C(=O)N2CCCC2)ccc1S(=O)(=O)c1ccc(C)cc1 | 1.7 |
| O=C(O)c1ccc(NC(=O)C2CC=CCC2C(=O)O)cc1 (stereo unspecified) | -2.3 |
| COc1ccc(C(=O)CSc2nnc(-c3ccoc3C)n2CC2CCCO2)cc1 (stereo unspecified) | 2.6 |
| CCOC(=O)Cc1ccc(NC(=O)c2ccc(C(C)(C)C)cc2)cc1 | -4.0 |
| O=C(O)c1cc(NS(=O)(=O)c2cccc3ccccc23)ccc1O | -1.8 |
| Cc1cc2c(c(=O)o1)C(C13C=CC(CC1)C3)C(C#N)=C(N)O2 (stereo unspecified) | 0.8 |
| O=C1c2ccccc2C(=O)N1Cc1nn2c(-c3ccc(Cl)cc3)nnc2s1 | -2.8 |
| O=C(Nc1ccccc1)NC1CCS(=O)(=O)C1 (stereo unspecified) | 1.2 |
| CC1(C)CC2(CCO1)N1CC3(C)CN2CC(C)(C1)C3O (stereo unspecified) | 4.0 |
| O=C1CC(c2ccco2)CC(O)=C1C=Nc1ccc(Br)cc1 (stereo unspecified) | -13.9 |
| CCOC(=O)C(Cc1ccccc1)C(=O)Nc1nccs1 (stereo unspecified) | -0.2 |
| CC(C)CCNC(=O)C(c1ccco1)N(C(=O)Cn1nnc2ccccc21)c1ccc2c(c1)OCO2 (stereo unspecified) | 2.8 |
| CCn1cnc2c1c(=O)n(CC(=O)Nc1ccc3c(c1)OC(F)(F)O3)c(=O)n2Cc1ccccc1 | 8.1 |
| CCCOC(=O)c1ccc(Oc2cn[nH]c2-c2ccc(OC)cc2O)cc1 | 4.6 |
| CC(NC(=O)Nc1ccccn1)N1C(=O)C2C3C=CC(C3)C2C1=O (stereo unspecified) | -13.7 |
| O=C(COC(=O)C1(c2ccccc2F)CCCC1)NC1CCS(=O)(=O)C1 (stereo unspecified) | -4.6 |
| O=C(C(c1ccccc1)c1ccccc1)N1CCC(c2nc(-c3ccccc3Cl)no2)CC1 | 15.3 |
| CCC(=O)N1CCc2cc(S(=O)(=O)N3CCN(C(=O)c4ccco4)CC3)ccc21 | 6.3 |
| Cc1ccccc1NC(=O)CSc1nnc(-c2ccccc2)n1-c1ccccc1 | 2.0 |
| N#C/C(=C1\CCCN1)c1ccc2ccccc2n1 | 8.4 |
| Cc1ccc(OCC(=O)N2CCC(N3CCCCCC3)CC2)cc1 | -0.6 |
| CCCn1c2ccccc2c2nnc(SCC(=O)Nc3cc(C)on3)nc21 | 4.3 |
| COC(=O)c1c(NC(=O)CN2CCN(c3ccccc3)CC2)c2c(C)cccc2n1C | -5.5 |
| Cc1ccc(Cl)cc1N1CCN(C(CC(C)C)c2nnnn2CC2CCCO2)CC1 (stereo unspecified) | -0.3 |
| Cc1cccc(C)c1OCC(=O)Nc1cccc(NC(=O)c2ccco2)c1 | 12.2 |
| CCc1ccccc1NC(=O)CCN1C(=O)c2ccccc2C1=O | -12.9 |
| COc1ccc(NC(=O)CN2CCN(C3c4ccccc4-c4ccccc43)CC2)c(OC)c1 | 7.0 |
| COc1ccc(-n2c(SCC(N)=O)nc3nc4c(cc3c2=O)COC(C)(C)C4)cc1 | 1.6 |
| CCN(CC)C(=O)Nc1c(C)n(C)n(-c2ccccc2)c1=O | -12.5 |
| Cc1c(C(=O)O)[nH]c2c1C(=O)CC(c1ccccc1)C2 (stereo unspecified) | -2.6 |
| O=C(C1CCN(S(=O)(=O)c2cnc[nH]2)CC1)N1CCN(c2ncccn2)CC1 | -4.7 |
| O=C(NCCNc1ccc([N+](=O)[O-])cc1C(F)(F)F)c1ccccc1F | 4.5 |
| O=c1c(/C=N/O)coc2ccc3ccccc3c12 | 26.8 |
| CCc1ccc(-c2cc(C(=O)NN3CCOCC3)c3ccccc3n2)cc1 | -9.5 |

Following part:
| Structure | Artemis inh |
| --- | --- |
| COCCCn1c(SCc2cc(=O)[nH]c3ccccc23)nnc1-c1ccco1 | 6.6 |
| O=C(Oc1ccnc2cc(Cl)ccc12)N1CCCCCC1 | -5.7 |
| CC1CCN(C(=S)NC(=O)c2ccccc2)CC1 | -0.2 |
| COc1ccc(C(c2nnnn2C(C)(C)C)N2CCN(C)CC2)cc1OC (stereo unspecified) | -6.5 |
| CCc1c(C)nc(SCCOc2ccc(OC(C)C)cc2)[nH]c1=O | 6.9 |
| COc1cc([N+](=O)[O-])ccc1NC(=O)CCCOc1cccc(C)c1 | 6.1 |
| CN(C)c1ccc(NC(=O)CSc2nc(N)c(C(=O)Nc3ccc(N(C)C)cc3)s2)cc1 | 13.7 |
| CNC(=O)n1ccc(C(=O)N2CCCCC2)n1 | 2.5 |
| Cc1onc(-c2ccccc2Cl)c1C(=O)Nc1cc(=O)n(C)c(=O)n1C | 3.6 |
| CCN(C(=O)c1cn(C)c(=O)c2cc(OC)c(OC)cc12)c1ccccc1C | 1.1 |
| CC(Sc1n[nH]c(N)n1)c1nc2scc(-c3cccs3)c2c(=O)[nH]1 (stereo unspecified) | 3.0 |
| O=C(c1ccc(=O)[nH]c1)N(Cc1ccco1)C1(C(=O)NC2CCCC2)CCCCC1 | -8.2 |
| CCOc1ccc(NC(C)c2cc(Cl)ccc2O)cc1 (stereo unspecified) | 6.8 |
| CCOC(=O)c1c(C)nc2sc(C(=O)Nc3ccc(C(C)=O)cc3)c(N)c2c1-c1ccc(OC)cc1 | 2.4 |
| COCCNC(=O)c1ccc(NC(C)=O)cc1 | -4.9 |
| Cc1cc(C)c2c(-n3cccc3)n[nH]c2n1 | -6.8 |
| CC1(C)Oc2ccc(C(=O)N3CCCCC3)cc2N(CC(=O)NCc2ccccc2)C1=O | -2.4 |
| CCOC(=O)N1CCN(C(=O)c2cccc(OC)c2OC)CC1 | 4.1 |
| COc1cccc(C2C(C(=O)c3cc4ccccc4o3)=C(O)C(=O)N2CCN(C)C)c1OC (stereo unspecified) | -2.9 |
| COC(=O)c1sc(NC(=O)C2CCCCC2C(=O)O)c(C(=O)OC)c1C (stereo unspecified) | 8.5 |
| O=C(CCN1C(=O)C2C3C=CC(C3)C2C1=O)Nc1c(F)cc(F)cc1Br (stereo unspecified) | 1.3 |
| S=c1[nH]nc2c3c4c(sc3ncn12)CCCC4 | -1.5 |
| N#Cc1c(SCC(=O)Nc2nccs2)nc2c(c1-c1ccco1)CCCC2 | -5.8 |
| Nc1nc(CSc2nc3ccccc3[nH]2)nc(N2CCOCC2)n1 | 0.1 |
| O=C(COC(=O)c1n[nH]c2ccccc12)NC(=O)NCc1ccco1 | 4.9 |
| COCCOc1cc(Nc2nnc(C(F)(F)F)s2)c(Cl)cc1Cl | 6.5 |
| CCCCOC(=O)Cn1c(=N)n(CCC)c2ccccc21 | -0.6 |
| CCC(c1nnnn1Cc1ccco1)N(Cc1cc2cc(C)cc(C)c2[nH]c1=O)CC1CCCO1 (stereo unspecified) | 12.7 |
| CCc1ccc(OCC(=O)Nc2ccc(-c3nc4ccccc4o3)c(O)c2)cc1 | 7.2 |
| COc1cccc(N/C=C(\C#N)c2ccc(OCCCF)cc2)c1 | 2.6 |
| CCCCCCN1CC(O)=C(c2ccccc2)C1=N | -0.3 |
| Cc1ccc(C)c(S(=O)(=O)Nc2ccccc2C(=O)Nc2ccccc2N2CCOCC2)c1 | 14.9 |
| CCOc1cc(N2CCOCC2)c(OCC)cc1NC(=O)COC(=O)[C@H](Cc1c[nH]c2ccccc12)NC(C)=O | -6.3 |
| CCN(CC)CCCN1C(=O)C(O)=C(C(=O)c2cc3ccccc3o2)C1c1ccccn1 (stereo unspecified) | 5.0 |

Source: PubChem BioAssay

This is a subset; the hit share may differ from the screen's.
